Compound activity deposited in PubChem by several laboratories.
MEKK3 PB1 HTS = modulators of MEKK3-MEK5 PB1 binding, primary screen, biochemical, wildtype MEKK3, multiplex bead flow cytometry, Alexa488-MEK5; Mitogen-activated protein kinase kinase kinase 3 (Homo sapiens), Q99759; bead-based flow cytometry, Alexa488-MEK5 binding to MEKK3; actives lie on both sides; 0 = blocked by unlabeled MEK5, 100 = vehicle; binding response (% of control), % at 10 µM; hit rate 1.4% among 290,000; AID 1529, 2009;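 active means binding response more than 3 SD above or below the average of its plate-row segment, actives on both sides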;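 further: Alexa488 bead fluorescence after subtracting the streptavidin-only scavenger bead signal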
Target sequence (Q99759 whole entry, looked up): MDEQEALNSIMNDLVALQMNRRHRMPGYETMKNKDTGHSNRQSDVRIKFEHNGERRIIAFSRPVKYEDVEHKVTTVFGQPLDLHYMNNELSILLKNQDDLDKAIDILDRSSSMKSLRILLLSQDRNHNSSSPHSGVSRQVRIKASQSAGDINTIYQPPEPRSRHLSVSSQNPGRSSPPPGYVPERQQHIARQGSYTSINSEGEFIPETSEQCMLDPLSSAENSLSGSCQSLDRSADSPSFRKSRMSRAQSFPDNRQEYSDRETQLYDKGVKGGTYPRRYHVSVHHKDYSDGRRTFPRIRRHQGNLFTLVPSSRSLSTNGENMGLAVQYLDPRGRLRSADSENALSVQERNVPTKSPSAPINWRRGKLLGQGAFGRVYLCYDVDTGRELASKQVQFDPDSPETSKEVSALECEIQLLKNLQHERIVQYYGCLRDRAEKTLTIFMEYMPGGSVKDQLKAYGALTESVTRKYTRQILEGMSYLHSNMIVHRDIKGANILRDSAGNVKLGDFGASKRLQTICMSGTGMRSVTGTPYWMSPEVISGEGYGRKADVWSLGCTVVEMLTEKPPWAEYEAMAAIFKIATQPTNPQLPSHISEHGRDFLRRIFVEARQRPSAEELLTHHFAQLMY
MEKK2mut PB1 HTS = MEK5 binding signal on mutant MEKK2 PB1, primary screen, biochemical, multiplex bead flow cytometry, Alexa488-MEK5. hit rate 0.35% among 290,000. AID 1530, 2009. percent response, % at 10 µM. Alexa488-MEK5 binding to MEKK2 mutant; in the data active means percent response above about 24%, passing the limit was not always enough; further: inactives centre near 1; some results filed as inactive read as strong as hits; reference of the scale not given here
NALP1 inh = NALP1 inflammasome inhibitors in reconstituted yeast, colorimetric, S. cerevisiae, triplicate retest | inhibition, % at 10 µM | S. cerevisiae NALP1/ASC/caspase-1 growth, X-gal OD620, 72 h | hit rate 0.61% among 280,000; in the data active means inhibition mostly above about 24%, no sharp cut-off; inactive means mostly below about 32%; further: some compounds called inactive have numbers as strong as hits
V1R ag counter = agonists of human V1a receptor, primary screen, counter-screen for OXTR agonist project, fluorescence, CHO-V1R cells. Vasopressin V1a receptor (Homo sapiens), P37288. Fluo-8 calcium fluorescence, agonist mode; 0% DMSO, 100% 3 nM vasopressin. activation, % at 3 µM. hit rate 0.25% among 320,000;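 active means activation above the mean activation of all tested compounds plus 3 SD, per screening run, cut at about 20% in these data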;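 further: signal is peak over basal fluorescence ratio across a 100 second FLIPR read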
MEKK2 WT-MEK5 = modulators of MEK5 binding to wildtype MEKK2, primary screen, biochemical, multiplex bead flow cytometry, Alexa488-MEK5; Mitogen-activated protein kinase kinase kinase 2 (Homo sapiens), Q9Y2U5; Alexa488-MEK5 binding to MEKK2 WT; actives lie on both sides; binding response (% of control), % at 10 µM; hit rate 1.1% among 290,000; in the data active means binding response below about 67% or above about 130%
GalR3 antag = GalR3 antagonists in HEK293 cells, primary screen, cell-based, fluorescence readout; AID 651719, 2012; hit rate 0.44% among 360,000; HEK293 GalR3-CNG cAMP membrane potential fluorescence; galR3 body fused to GalR1 C-terminus; Galanin receptor type 3 (Homo sapiens), O60755; inhibition, % at 3 µM;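 active means inhibition above the screen-wide average plus 3 SD, cut at about 13% in these data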;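 further: forskolin and galanin both at EC90 stimulate the cells; cAMP rise reported by CNG channel membrane potential dye signal; 0% = forskolin plus galanin with DMSO and 100% = forskolin alone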
PHOSPHO1 block = PubChem AID 1565; inhibition, % at 13.3 µM; hit rate 1.1% among 290,000; recombinant PHOSPHO1, absorbance phosphatase assay; Phosphoethanolamine/phosphocholine phosphatase (Homo sapiens), Q8TCT1; in the data active means inhibition above about 60%
OXTR ag = human OXTR agonists, primary screen, fluorescence, CHO-OTR cells, Fluo-8 calcium; Oxytocin receptor (Homo sapiens), P30559; Fluo-8 calcium fluorescence; normalized: DMSO 0%, oxytocin 100%; AID 2435, 2010; activation, % at 3 µM; hit rate 0.32% among 320,000;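 active means activation above the mean of all tested compounds plus 3 SD, cutoff set per screening run, cut at about 20% in these data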;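 further: peak over basal fluorescence ratio from a 100 s FLIPR kinetic read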
Target sequence (P30559 whole entry, looked up): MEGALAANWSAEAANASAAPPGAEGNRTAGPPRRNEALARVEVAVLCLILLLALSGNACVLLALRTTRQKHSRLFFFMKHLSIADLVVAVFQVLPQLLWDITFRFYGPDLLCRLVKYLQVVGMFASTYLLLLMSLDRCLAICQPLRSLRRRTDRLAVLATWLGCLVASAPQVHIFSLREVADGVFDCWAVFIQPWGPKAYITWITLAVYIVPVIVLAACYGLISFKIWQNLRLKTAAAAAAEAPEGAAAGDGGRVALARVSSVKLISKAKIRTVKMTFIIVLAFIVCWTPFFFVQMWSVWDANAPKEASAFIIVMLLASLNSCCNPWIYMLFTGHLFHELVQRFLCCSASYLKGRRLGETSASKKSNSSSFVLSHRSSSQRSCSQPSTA
GPR7 antag = GPR7 receptor antagonists, primary screen, cell-based, fluorescence, single concentration | inhibition, % at 4.4 µM | hit rate 1.1% among 290,000 | AID 1861, 2009 | GPR7-expressing cells, fluorescence antagonist assay; in the data active means inhibition above about 16%, passing the limit was not always enough;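 further: cells stimulated with the agonist NPW; 0% = agonist with vehicle and 100% = vehicle without agonist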
* marks the source's active call; other numbers are inactive results; nt = not tested or not shown.

Below each SMILES: MEKK3 PB1 HTS, MEKK2mut PB1 HTS, NALP1 inh, V1R ag counter, MEKK2 WT-MEK5, GalR3 antag, PHOSPHO1 block, OXTR ag, GPR7 antag
c1ccc(Cc2nn3c(Cn4cnc5ccccc54)nnc3s2)cc1
→ 103, 6, 4, 10, 102, -6, 45, 6.9, 5
O=C(OCCN=C1NS(=O)(=O)c2ccccc21)c1ccccc1F
→ 106, 4, 17, 3.4, 106, -6, 18, 2.9, 2
CCN(CCn1cccn1)Cc1c(C(=O)N2CCCCCCC2)nc2ccc(Cl)cn12
→ 98, 0, 6, 1.2, 93, -6, 41, -0.8, 8
Cc1cccc(-n2nnc3c(=O)n(Cc4ccccn4)cnc32)c1
→ 104, 0, -3, 1.6, 101, 3, -18, 0.3, -6
Cc1ccc(S/C=C\C(=O)c2ccccc2)cc1
→ 94, -2, 10, -0.8, 96, -2, -11, -1.3, 5
CCCn1c2ccccc2c2nnc(SCC(=O)Nc3cc(C)on3)nc21
→ 83, -16, 4, -0.6, 87, -3, 27, -2.5, 3
O=C(NC(c1ccccc1)c1ccccc1)N1CCN(CCO)CC1
→ 97, 3, -5, 0.5, 100, -3, -22, 0.7, -8
c1ccc(-c2c[n+]3c(n2-c2ccccc2)SCC3)cc1
→ 98, 5, -1, 8.6, 70, -4, 32, -1.9, -2
Cc1cccc(CNC(=O)c2ccc(NC(=O)C3=CSCCO3)cc2)c1
→ 102, 3, 4, 3.6, 99, nt, 43, 0.8, -1
Cc1ccc2nc(C(Cl)(Cl)Cl)nc(N/N=C/c3ccncc3)c2c1
→ 100, 6, 22, 0.2, 107, -3, -4, 0.2, -13

3 compounds from above, arranged by formula weight, high to low:
Below each SMILES: MEKK3 PB1 HTS, MEKK2mut PB1 HTS, NALP1 inh, V1R ag counter, MEKK2 WT-MEK5, GalR3 antag, PHOSPHO1 block, OXTR ag, GPR7 antag
CCCn1c2ccccc2c2nnc(SCC(=O)Nc3cc(C)on3)nc21
→ 83, -16, 4, -0.6, 87, -3, 27, -2.5, 3
Cc1ccc2nc(C(Cl)(Cl)Cl)nc(N/N=C/c3ccncc3)c2c1
→ 100, 6, 22, 0.2, 107, -3, -4, 0.2, -13
Cc1cccc(-n2nnc3c(=O)n(Cc4ccccn4)cnc32)c1
→ 104, 0, -3, 1.6, 101, 3, -18, 0.3, -6

The listing continues.
Below each SMILES: MEKK3 PB1 HTS, MEKK2mut PB1 HTS, NALP1 inh, V1R ag counter, MEKK2 WT-MEK5, GalR3 antag, PHOSPHO1 block, OXTR ag, GPR7 antag
COc1ccc(-c2nc3ccccc3s2)cc1O
→ 97, 2, -3, 3.1, 100, -7, 24, 4.8, -6
Cc1ccc(NC(=O)c2ccc(CSc3nnc(C)s3)cc2)cc1
→ 105, 7, -2, 2.0, 107, -4, 16, 0.0, 1
O=C(O)c1cn(-c2ccccc2)c(=O)c2ccccc12
→ 99, 1, -4, 0.6, 98, -3, 8, 1.0, 11
C[N+]1=C(/C=C/Nc2ccccc2Cl)C(C)(C)c2ccccc21
→ 108, 5, 25, 1.5, 105, -9, -24, -0.2, 1
COc1cc(NC(=O)C/C(C)=N/NC(=O)C2CCCCC2)c(OC)cc1Cl
→ 102, -4, 22, -0.1, 99, -6, 26, 0.0, -16
COc1ccc(-c2oc3ccccc3c(=O)c2OC(=O)c2ccc(C)cc2)cc1
→ 109, 9, 11, -1.0, 100, -1, 16, 0.3, -7
CCOCC(=O)Nc1cc(-c2cn3cccnc3n2)ccc1C
→ 101, 3, 10, -0.3, 105, nt, 2, 0.3, -5
CCc1nnc(NS(=O)(=O)c2ccc(NC(=O)/C=C/c3ccccc3Cl)cc2)s1
→ 90, -4, 2, 1.4, 87, -1, 42, 0.1, -14
COCCNC(=O)c1ccc(-c2csc(C)n2)cc1
→ 93, -6, -1, -0.1, 90, -4, -30, -1.1, -3
COc1ccc(C(=O)NC2CCN(C(=S)Nc3cc(C)cc(C)c3)CC2)cc1
→ 117, 0, 12, -0.1, 103, -4, -7, -0.7, -4

Compound profiles (already shown). Order of screens: MEKK3 PB1 HTS, MEKK2mut PB1 HTS, NALP1 inh, V1R ag counter, MEKK2 WT-MEK5, GalR3 antag, PHOSPHO1 block, OXTR ag, GPR7 antag
Record of COc1ccc(-c2nc3ccccc3s2)cc1O : 97, 2, -3, 3.1, 100, -7, 24, 4.8, -6
Record of COc1ccc(C(=O)NC2CCN(C(=S)Nc3cc(C)cc(C)c3)CC2)cc1 : 117, 0, 12, -0.1, 103, -4, -7, -0.7, -4
Record of CCOCC(=O)Nc1cc(-c2cn3cccnc3n2)ccc1C : 101, 3, 10, -0.3, 105, nt, 2, 0.3, -5

(cont.)
Below each SMILES: MEKK3 PB1 HTS, MEKK2mut PB1 HTS, NALP1 inh, V1R ag counter, MEKK2 WT-MEK5, GalR3 antag, PHOSPHO1 block, OXTR ag, GPR7 antag
COC(=O)c1ccccc1NC(=O)n1cc(C)cn1
→ 98, 0, -7, 0.6, 95, -3, 16, 0.4, -10
CCC(Oc1ccccc1)C(=O)N1CCN(c2ccccn2)CC1 (configuration not stated)
→ 99, 8, 7, -0.3, 105, -1, 0, 0.7, -8
O=C(/C=C/c1ccccc1O)c1ccco1
→ 106, 11, 10, 0.6, 107, -8, 51, 0.2, -4
O=C(O)c1ccc(/C=N/NC(=O)c2ccc(CN3c4cccc5cccc(c45)S3(=O)=O)cc2)cc1
→ 99, 2, nt, 0.9, 104, -3, 35, 1.9, 1
O=C(COC(=O)Cn1cnc2ccccc2c1=O)Nc1ccc2c(c1)OCO2
→ 100, 0, -24, 0.2, 99, 6, 27, 0.1, -7
CC(=O)c1c(NCc2ccccc2)nc(=O)n(-c2ccccc2)c1C
→ 103, 4, 12, 0.2, 100, -4, 5, 0.2, 0
Cc1cc(C(=O)N/N=C\C(Br)=C\c2ccccc2)c(C)o1
→ 94, -7, -9, 0.6, 91, 5, 28, -0.6, 0
COc1ccc(N2C(=O)CCC(C(=O)Nc3cccc(C)n3)C2c2ccc(OC)c(OC)c2)cc1 (configuration not stated)
→ 93, 1, 30, 0.1, 93, -7, 0, -0.6, -1
O=C(Nc1nc2c(s1)CCCC2)C1COc2ccccc2O1 (configuration not stated)
→ 108, 9, 31, -1.0, 111, 1, -6, -1.5, 10
CCCCC[C@H]1CN(Cc2ccccc2)C(=O)[C@@H]1CC(=O)NCc1ccc(OC)cc1
→ 101, -6, 15, 2.0, 98, -3, -19, -1.8, -2
O=C1NC(Cc2c[nH]c3ccccc23)C(=O)N1Cc1ccc(CN2C(=O)NC(Cc3c[nH]c4ccccc34)C2=O)cc1 (configuration not stated)
→ 100, -6, 2, -1.3, 94, -7, -1, -0.5, 10
CC(=O)CCn1cnc([N+](=O)[O-])n1
→ 101, 2, -6, 1.1, 100, -1, -20, 1.4, -5
Cc1ccccc1-n1c(-c2ccoc2C)n[nH]c1=S
→ 103, -1, 18, -1.2, 106, -4, 14, -0.9, -11
Cc1c(C)c2ccc(OCC(=O)N3CC[C@@]4(O)CCCC[C@H]4C3)c(C)c2oc1=O
→ 103, 1, 3, 0.6, 103, -3, -7, 1.6, -3
CC(=O)Nc1ccc(C(=O)NN2C(=O)c3ccccc3C2=O)cc1
→ 95, -7, -10, -0.7, 94, -1, 18, 0.4, -5
O=C1NCCCc2c1oc1cc(Br)c(O)c(Br)c21
→ 93, -5, nt, 0.4, 91, -4, -13, 0.8, -9
COc1ccc(/C=C/C(=O)NCC(=O)N/N=C/c2cccs2)cc1
→ 102, 2, 5, 2.1, 98, -3, -8, 0.1, 6
CC(=O)C(Cc1ccc(Cl)nc1)(Cc1ccc(Cl)nc1)C(C)=O
→ 100, 1, -10, 0.6, 100, -1, 30, 0.7, -8
COc1ccc(-c2cc(C(=O)N/N=C/c3cccnc3)c3ccccc3n2)cc1
→ 99, -3, 7, nt, 99, -2, 18, nt, 3
CC(=O)c1cc(-c2ccc(F)cc2)n(CCC(=O)Nc2cc(C)[nH]n2)c1C
→ 107, 10, 6, 0.5, 112, -2, -1, 0.8, -2
N#CC1=C(N)NC(SCC(=O)Nc2ccccc2)=C(C#N)C12CCCCC2
→ 104, -4, 3, 2.0, 96, -2, 3, 2.0, -2
COC(=O)[C@H](Cc1ccccc1)[C@@H](C)OS(N)(=O)=O
→ 103, 2, 21, 2.3, 99, -7, -7, 0.0, -7
O=C(NC(=S)Nc1ccc(-c2ccc(CO)o2)cc1)c1cccs1
→ 114, -5, 6, 0.3, 100, nt, 9, -2.0, 2
CN1C(=O)C(C)(C)c2cc(S(=O)(=O)NCC3CCC(C(=O)NC4CCCCC4)CC3)ccc21 (configuration not stated)
→ 97, -3, -9, 1.6, 96, -7, -25, -0.1, -18
CCOc1ccc(OCC)c(NC(=O)C2CCCN2S(=O)(=O)c2cccc3cccnc23)c1 (configuration not stated)
→ 102, 2, -17, -1.3, 103, 4, -7, -1.6, -13
Cc1nc2cc(-c3ccccc3)sc2c(=O)n1N
→ 97, -4, -1, 0.1, 100, -3, 4, -0.2, -11
CC(=O)c1cccc(NC(=O)NN2CCN(C)CC2)c1
→ 98, 3, 14, 1.0, 101, -2, 43, 0.3, -12
Nc1c2c(nc3ccccc13)CCC2
→ 104, 4, 10, 0.9, 104, -3, -1, 0.4, -7
Cc1noc(C(=O)N2CC3(C)CC2CC(C)(C)C3)c1Cl (configuration not stated)
→ 106, 11, -11, -1.7, 108, 5, 2, -1.4, -1
COC(=O)c1cc(CNC(=O)c2ccccc2Cl)ccc1OC
→ 109, -1, 24, -0.2, 105, -2, -17, -1.2, -6
O=C1CCCC2=C1C(c1ccccc1)NC(=S)N2 (configuration not stated)
→ 102, 0, -2, 0.8, 98, -5, 24, 0.2, -12
Cc1ccc(N2C(=O)C3CCCN3C2=S)cc1Cl (configuration not stated)
→ 106, 11, 4, 1.2, 111, 3, 34, -0.6, -12
COc1ccc(NC(=O)C(NC(C)=O)C(=O)NCc2ccccc2Cl)cc1 (configuration not stated)
→ 98, -1, 26, 1.2, 99, 0, -15, 0.1, -3
CC(=O)C(Sc1nc(N2CCOCC2)nc(N2CCOCC2)n1)C(=O)Nc1ccccc1 (configuration not stated)
→ 98, -1, 6, -0.3, 100, -3, -22, -0.3, 0
CCOc1ccc(C2CC(c3cccc(OC)c3)n3nc(N)nc3N2)cc1 (configuration not stated)
→ 99, -5, 35, -0.3, 101, 3, 14, 2.7, 2
COc1ccc(C2CC(=O)Oc3cc(O)cc(O)c32)cc1 (configuration not stated)
→ 108, 5, -2, -0.5, 106, -7, 27, 0.9, nt
O=C(O)c1ccc(OCCOc2ccccc2)cc1
→ 83, -15, 10, 3.0, 87, -6, -6, 2.7, -4
Fc1ccccc1CNCCC(Cc1ccccc1)c1ccc2c(c1)OCO2 (configuration not stated)
→ 107, 3, 51, 8.7, 124, -4, 8, 11, 11
COc1ccccc1OCCCC(=O)Nc1ccc2c(c1)OCCO2
→ 100, 2, 8, 1.7, 100, -4, 12, 0.1, 4
CC(CC(=O)Nc1ccc(C(N)=O)cc1)c1ccccc1 (configuration not stated)
→ 97, 1, 15, -0.2, 102, -3, -2, 0.5, -3
